From PubChem BioAssay
Pol eta inh – qHTS for Inhibitors of Polymerase Eta; DNA polymerase eta (Homo sapiens), Q9Y253; recombinant Pol eta, fluorescent DNA replication assay; Potency, µM (titrated, usually from 114 µM), for the others: top-dose activity change, negative = inhibition, most hits filed as inhibitors; actives 1.2% (n = 390,000); AID 588591, 2011; further: potency means the concentration at half of the fitted maximal effect; on the % scale 0 is the no-effect control and ±100 the full control effect
Target sequence (Q9Y253 whole entry, looked up): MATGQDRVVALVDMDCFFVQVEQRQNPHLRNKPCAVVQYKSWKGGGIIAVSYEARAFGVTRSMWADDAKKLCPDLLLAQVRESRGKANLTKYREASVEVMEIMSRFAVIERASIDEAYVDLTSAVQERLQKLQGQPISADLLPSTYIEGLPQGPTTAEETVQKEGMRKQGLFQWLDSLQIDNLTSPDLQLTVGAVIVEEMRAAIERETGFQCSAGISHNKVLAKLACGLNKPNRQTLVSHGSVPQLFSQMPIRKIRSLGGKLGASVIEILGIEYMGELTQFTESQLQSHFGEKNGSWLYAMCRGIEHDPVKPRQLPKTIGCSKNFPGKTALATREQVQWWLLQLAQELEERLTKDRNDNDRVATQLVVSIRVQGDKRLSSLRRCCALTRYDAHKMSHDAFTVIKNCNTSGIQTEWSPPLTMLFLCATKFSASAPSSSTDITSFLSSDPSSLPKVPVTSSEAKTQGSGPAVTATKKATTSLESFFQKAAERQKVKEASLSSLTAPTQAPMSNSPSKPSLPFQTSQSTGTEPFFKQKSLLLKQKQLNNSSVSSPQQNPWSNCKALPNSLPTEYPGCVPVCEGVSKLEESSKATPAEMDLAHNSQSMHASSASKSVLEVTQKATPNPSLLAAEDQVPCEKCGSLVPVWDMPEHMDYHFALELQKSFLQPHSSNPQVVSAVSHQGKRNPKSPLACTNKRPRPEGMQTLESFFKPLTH
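Pol eta (10 nM) was preincubated with compounds for 15 min at room temperature, after which fluorescent replication substrate (50 nM final) was added to start the reaction. Fluorescence was read kinetically at 0 and 10 min.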
Anesthetic bind – qHTS Assay for Identification of Novel General Anesthetics; actives 0.074% (n = 350,000); apoferritin/1-aminoanthracene competitive binding, fluorescence; Ferritin light chain (Equus caballus), P02791; Potency, µM (highest dose often 77.5 µM), without a hit: at the top dose activity change, negative = displacement, most hits filed as inhibitors; AID 485281, 2010; further: potency means the concentration at half of the fitted maximal effect; on the % scale 0 is the no-effect control and ±100 the full control effect; nearly all actives have a fitted effect of over 20% in size
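In PBS, apoferritin at 10 uM is loaded with 1-AMA from a 50% saturated solution. After 10 min of compound exposure at ambient temperature, reduced 535 nm fluorescence indicates probe displacement.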
LDHA block – qHTS assay for inhibitors of human lactate dehydrogenase; actives 0.15% (n = 480,000); purified LDHA, NADH/diaphorase-resazurin fluorescence; hits give low values; activity change, % (values are at about 110 or 230 µM); in the data active means activity change below about -30%; inconclusive means mostly about -25% to -30%;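 further: plate controls were DMSO wells for no effect and wells without enzyme for full effect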
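Remaining NADH was detected by diaphorase (0.133 mg/mL) converting 37 µM resazurin to fluorescent resorufin, read at 0 and 20 minutes. The preceding 5-minute room-temperature reaction used 2 nM LDHA, 0.2 mM sodium pyruvate and 0.06 mM NADH at pH 7.4.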
POLK inh – qHTS for Inhibitors of Polymerase Kappa | Potency, µM (top dose mostly 107 µM), without a hit: at the top dose activity, negative = inhibition, hits mostly inhibitors | DNA polymerase kappa (Homo sapiens), Q9UBT6 | purified Pol kappa, fluorescent DNA synthesis assay, 10 min | actives 0.53% (n = 400,000); further: potency means the concentration at half of the fitted maximal effect; on the % scale 0 is the no-effect control and ±100 the full control effect
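Inhibition of 10 nM Pol kappa is measured by a fluorescent read-out at 0 and 10 min following addition of 50 nM substrate (final), with a 15-min room-temperature compound preincubation.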
POLI inh – qHTS for Inhibitors of Polymerase Iota; DNA polymerase iota (Homo sapiens), Q9UNA4; Pol iota fluorescent replication assay, 10 min; Potency, µM (doses to about 115 µM), for inactives: at the top dose activity, negative = inhibition, most hits filed as inhibitors; actives 1% (n = 390,000); further: potency means the concentration at half of the fitted maximal effect
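Pol iota at 10 nM preincubated 15 min with compounds at room temperature; reaction started with fluorescent substrate, 50 nM final. Fluorescence read kinetically at 0 and 10 min; buffer-only wells as negative control.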
APE1 inh – qHTS Assay for Inhibitors of the Human Apurinic/apyrimidinic Endonuclease 1 (APE1) | actives 0.35% (n = 350,000) | Potency, µM (series often up to 65.8 µM), inactives show top-dose activity change, negative = inhibition, actives largely listed as inhibitors | recombinant APE1, TAMRA/BHQ-2 abasic DNA cleavage fluorescence | AID 2517, 2012;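 further: potency means the concentration at half of the fitted maximal effect; plate controls were vehicle for no effect and reference inhibitor for full effect; nearly all actives have a fitted effect of over 55% in size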
Target sequence (P27695 whole entry, looked up): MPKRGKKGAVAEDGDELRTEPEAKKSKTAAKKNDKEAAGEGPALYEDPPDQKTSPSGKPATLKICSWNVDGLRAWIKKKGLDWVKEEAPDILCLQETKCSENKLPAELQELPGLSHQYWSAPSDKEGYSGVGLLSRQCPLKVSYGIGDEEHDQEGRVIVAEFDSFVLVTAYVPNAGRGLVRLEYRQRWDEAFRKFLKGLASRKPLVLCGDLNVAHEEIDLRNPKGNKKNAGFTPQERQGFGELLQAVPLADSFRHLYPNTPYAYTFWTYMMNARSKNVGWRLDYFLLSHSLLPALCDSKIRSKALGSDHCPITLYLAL
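Step 1: APE1 (0.75 nM) with compound, 15 min RT. Step 2: add 50 nM fluorophore/quencher THF duplex. Step 3: three fluorescence reads 60 s apart (525/598 nm); read 3 minus read 1 = reaction progress.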
POLB inh – qHTS Assay for Inhibitors of DNA Polymerase Beta; AID 485314, 2010; Potency, µM (doses to about 114 µM), for the others: at the top dose activity change, negative = inhibition, actives largely listed as inhibitors; Pol beta primer extension/strand displacement, fluorescence kinetic; actives 1.3% (n = 340,000); P06746; further: potency means the concentration at half of the fitted maximal effect; on the % scale 0 is the no-effect control and ±100 the full control effect
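Homogeneous kinetic assay of primer extension and strand displacement by 10 nM Pol beta, preincubated 15 min at room temperature with compound before 50 nM substrate (final) was added. Read at 0 and 10 min; four-parameter Hill fit.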
GRP78 ERSR act – qHTS for Inducers of the Endoplasmic Reticulum Stress Response (ERSR) in Human Glioma: qHTS | U87-MG GRP78 promoter luciferase reporter, 16 h | Potency, µM, for the others: top-dose activation, usual class: activators | actives 0.02% (n = 420,000); further: potency means the concentration at half of the fitted maximal effect; series mostly up to about 76 µM; % of control where 0% means no effect; nearly all actives have a fitted effect of over 35% in size
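Stably transfected U87-MG glioma cells carrying a GRP78-based luciferase sensor; 16 h compound incubation. Luminescence end-point read 10 min after Bright-Glo addition at room temperature.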
BLM inh – qHTS Assay for Inhibitors of Bloom's syndrome helicase (BLM) | AID 2528, 2010 | RecQ-like DNA helicase BLM (Homo sapiens), P54132 | actives 0.2% (n = 350,000) | recombinant BLM DNA unwinding, fluorescence dequenching | Potency, µM (top dose mostly 56.1 µM), for the others: top-dose activity change, negative = inhibition, actives largely listed as inhibitors;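 further: potency means the concentration at half of the fitted maximal effect; plate controls were vehicle for no effect and no enzyme for full effect; nearly all actives have a fitted effect of over 35% in size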
The depositor's hits bear a star; & = joins results of further samples; [ ] = remark or other dose. Unless noted, the call rests on the fitted dose curve; in most records, active means well fitted curve in the direction sought with a large enough effect; inconclusive means small, poorly fitted or top-dose-only effect, or another doubt; inactive means no such curve, though single readings can be large; an effect the other way counts as inactive or inconclusive. The list is partial. The share of hits here may be higher or lower than overall.

Nc1nnnn1/N=C/c1cc(Br)ccc1O was read as Pol eta inh -6%, LDHA block -47*, POLK inh -1%, POLI inh 32%[activator] and GRP78 ERSR act -9%.
For Cc1cc(C(=O)N2CCCC(N3CCN(c4ccc(F)cc4)CC3)C2)no1 (stereo unspecified) the results were Pol eta inh 2%, Anesthetic bind -6%, LDHA block -7, POLK inh -10%, POLI inh 17%, APE1 inh 2%, POLB inh 1%, GRP78 ERSR act -5% and BLM inh -1%.
CCN1C(=O)[C@H]2[C@@H](c3ccc(OC)cc3)N3C(=O)CN(Cc4ccccc4)C(=O)[C@@]3(C)[C@H]2C1=O was read as Pol eta inh -15%, Anesthetic bind -5%, LDHA block 2, POLK inh 1%, POLI inh 19%, APE1 inh -7%, POLB inh 27%, GRP78 ERSR act -1% and BLM inh -3%.
`COc1ccc(OC)c(NC(=O)c2cc3cc4ccc(C)cc4nc3s2)c1` gave Pol eta inh -27%, Anesthetic bind 0%, LDHA block 1, POLK inh -24%, POLI inh 21%, POLB inh -1%, GRP78 ERSR act -3% and BLM inh -5%.
Screening CCN1CCN(CCNC(=O)c2cn(Cc3ccccc3F)nn2)CC1 returned Pol eta inh -3%, Anesthetic bind 2%, LDHA block -2, POLK inh 6%, POLI inh 8%, APE1 inh 3%, POLB inh 1%, GRP78 ERSR act -3% and BLM inh 3%.
Screening CCN(CC)S(=O)(=O)c1cccc(C(=O)N/N=C/c2ccccn2)c1 returned Pol eta inh inconclusive, Anesthetic bind -11%, LDHA block 0, POLK inh -1%, POLI inh 140%[activator], APE1 inh -4%, POLB inh 14%, GRP78 ERSR act 3% and BLM inh 1%.
Screening CCOc1ccc(NC(=S)N2CCC(C(=O)c3ccc(F)cc3)CC2)cc1 returned Pol eta inh -11%, LDHA block -1, POLK inh -3%, POLI inh 37%[activator] and GRP78 ERSR act 0%.
Screening CC(C)CN1C(=O)NC2(CCCc3ccccc32)C1=O (stereo unspecified) returned Pol eta inh -14%, Anesthetic bind -6%, LDHA block -1, POLK inh 1%, POLI inh -11%, APE1 inh 6%, POLB inh 40%, GRP78 ERSR act 0% and BLM inh -14%.
`Cc1ccc(NC(=O)CCNS(=O)(=O)c2ccc3c(c2)CCC(=O)N3)cc1` gave Pol eta inh -16%, Anesthetic bind -4%, LDHA block -2, POLK inh 2%, POLI inh -3%, APE1 inh 42%[activator], POLB inh 3%, GRP78 ERSR act 1% and BLM inh 0%.
`CCC(=O)Nc1cc(C)c(O)c(-c2nc3ncccc3o2)c1` gave Pol eta inh -7%, Anesthetic bind 38%[activator], LDHA block 3, POLK inh 0%[60.1 µM], POLI inh 25%, POLB inh 1%, GRP78 ERSR act -3% and BLM inh -5%.

Next section, overlapping the part above by 3 compounds.
Screening CC(C)CN1C(=O)NC2(CCCc3ccccc32)C1=O (stereo unspecified) returned Pol eta inh -14%, Anesthetic bind -6%, LDHA block -1, POLK inh 1%, POLI inh -11%, APE1 inh 6%, POLB inh 40%, GRP78 ERSR act 0% and BLM inh -14%.
`Cc1ccc(NC(=O)CCNS(=O)(=O)c2ccc3c(c2)CCC(=O)N3)cc1` gave Pol eta inh -16%, Anesthetic bind -4%, LDHA block -2, POLK inh 2%, POLI inh -3%, APE1 inh 42%[activator], POLB inh 3%, GRP78 ERSR act 1% and BLM inh 0%.
`CCC(=O)Nc1cc(C)c(O)c(-c2nc3ncccc3o2)c1` gave Pol eta inh -7%, Anesthetic bind 38%[activator], LDHA block 3, POLK inh 0%[60.1 µM], POLI inh 25%, POLB inh 1%, GRP78 ERSR act -3% and BLM inh -5%.
Screening N=C(N)SCc1cn(-c2ccccc2)nc1-c1ccc(Br)cc1 returned Pol eta inh -25%, Anesthetic bind -13%, LDHA block 2, POLK inh -13%, POLI inh 70%[activator], APE1 inh 0%, POLB inh inconclusive, GRP78 ERSR act -16% and BLM inh -3%.
Screening COC(c1ccccc1)c1nnc(CCC(=O)N(C)CCCC2CCCC2)o1 (stereo unspecified) returned Pol eta inh -11%, Anesthetic bind -18%, LDHA block -2, POLK inh -13%, POLI inh 35%[activator], APE1 inh 5%, POLB inh 9%, GRP78 ERSR act 0% and BLM inh -5%.
`CCOc1cc2nc3c4ccccc4n(C)c3nc2cc1OCC` gave Pol eta inh -3%, Anesthetic bind 5%, LDHA block 4, POLK inh 0%, POLI inh 48%[activator], APE1 inh -13%, POLB inh -7%, GRP78 ERSR act 0% and BLM inh -13%.
Cc1ccc(C(C)C)c(OCC(=O)Nc2ccc(N3CCOCC3)cc2N2CCOCC2)c1 was read as Pol eta inh -13%, LDHA block 0, POLK inh -9%, POLI inh 26%, APE1 inh 10% and GRP78 ERSR act -2%.
`COc1ccc(S(=O)(=O)N2CCOC2CNC(=O)C(=O)NCc2ccncc2)cc1C` (stereo unspecified) gave Pol eta inh -16%, LDHA block 0, POLK inh 4%, POLI inh 4% and GRP78 ERSR act -3%.
For CC(=O)c1ccc(N2CCN(C(=O)c3ccc(S(=O)(=O)NCc4ccco4)cc3)CC2)cc1 the results were Pol eta inh -9%, LDHA block -4, POLK inh 2%, POLI inh 12%, APE1 inh -12% and GRP78 ERSR act 2%.
CC(C)Cc1csc(NC(=O)c2ccc(F)cc2)c1C(=O)O was read as Pol eta inh -16%, Anesthetic bind -14%, LDHA block -15, POLK inh 3%, POLI inh 1%, APE1 inh -9%, POLB inh 49%, GRP78 ERSR act 2% and BLM inh -6%.
COC(=O)c1c(SC)nc2ccccc2c1OCc1cccc(C)c1 was read as Pol eta inh -21%, Anesthetic bind -12%, LDHA block 2, POLK inh -9%, POLI inh 12%, POLB inh 4%, GRP78 ERSR act 0% and BLM inh -5%.
Screening CCn1ncc(-c2csc(N)n2)c1C returned Pol eta inh -17%, Anesthetic bind -9%, LDHA block -6, POLK inh -7%, POLI inh 59%[activator], APE1 inh -4%, POLB inh 6%, GRP78 ERSR act -1% and BLM inh -6%.
For CCC(C)NC(=O)CNC(=S)N(Cc1ccccc1F)C1CCCCC1 (stereo unspecified) the results were Pol eta inh -17%, Anesthetic bind -20%, LDHA block -4, POLK inh -1%, POLI inh 96%[activator], APE1 inh 1%, POLB inh 7%, GRP78 ERSR act -5% and BLM inh -5%.
COC(=O)c1ccc(CN(c2ccccn2)S(=O)(=O)c2ccccc2)cc1 was read as Pol eta inh 8%, Anesthetic bind -16%, LDHA block -1, POLK inh -8%, POLI inh 11%, APE1 inh -3%, POLB inh 30%, GRP78 ERSR act -6% and BLM inh 0%.
`Cc1cccc(S(=O)(=O)c2c(N)n(/N=C/c3ccccc3)c3nc4ccccc4nc23)c1` gave Pol eta inh 2%, Anesthetic bind -11%, LDHA block -3, POLK inh -13%, POLI inh 12%, APE1 inh 1%, POLB inh 2%, GRP78 ERSR act -2% and BLM inh -3%.
`CCN(CC)CC(C)CNC(=O)CN1C(=O)CSc2ccc(S(=O)(=O)N3CCOCC3)cc21` (stereo unspecified) gave Pol eta inh -4%&-10%, Anesthetic bind 41%&-8%[activator], LDHA block -2&-5, POLK inh -3%, POLI inh 6%&8%, APE1 inh 4%, POLB inh 19%&-21%, GRP78 ERSR act -1%&-3% and BLM inh -2%&4%.
CC(=O)c1cccc(NS(=O)(=O)c2ccc(-c3cc(C)no3)s2)c1 was read as Pol eta inh -13%, Anesthetic bind -9%, LDHA block -8, POLK inh -5%, POLI inh 26%, APE1 inh -3%, POLB inh 38%, GRP78 ERSR act -3% and BLM inh -1%.
`COc1ccc(S(=O)(=O)N2CCC(C(=O)NCC3CCCO3)CC2)cc1C` (stereo unspecified) gave Pol eta inh 10%, Anesthetic bind -4%, LDHA block -7, POLK inh -3%, POLI inh 4%, APE1 inh -2%, POLB inh 30%, GRP78 ERSR act -3% and BLM inh -2%.
For O=C(CSc1nnc(-c2ccc([N+](=O)[O-])cc2)o1)Nc1ccccc1 the results were Anesthetic bind -2%, LDHA block -3, POLK inh 5%, POLI inh -14%, POLB inh 26% and BLM inh 2%.
CCC(C)N(C(=O)CSc1nncn1C)C1CCS(=O)(=O)C1 (stereo unspecified) was read as Pol eta inh -3%, LDHA block -5, POLK inh 6%, POLI inh 21%, APE1 inh 2% and GRP78 ERSR act 5%.
For CCOc1ccc(-n2cccc2C=O)cc1 the results were Pol eta inh -8%, Anesthetic bind 1%, LDHA block -1, POLK inh -17%, POLI inh 17%, APE1 inh -1%, POLB inh -16%, GRP78 ERSR act 0% and BLM inh 0%.
Screening COc1ccc(OC)c(-c2cc(C(=O)Nc3ccc(C)c(C)c3)no2)c1 returned Pol eta inh -3%, Anesthetic bind -10%, LDHA block -5, POLK inh 1%, POLI inh -10%, POLB inh -13%, GRP78 ERSR act -3% and BLM inh -8%.
Screening COc1ccc2ccccc2c1-c1sc(Nc2ccccc2)n[n+]1-c1ccc(F)cc1 returned Pol eta inh -13%, Anesthetic bind inconclusive, LDHA block -8, POLK inh 1%, POLI inh -17%, APE1 inh 34%, POLB inh 28%, GRP78 ERSR act -3% and BLM inh -1%.
`Cc1ccc(-n2c(Cc3ccccc3)nnc2SCC(=O)NNC(=O)Cc2ccccc2)cc1` gave Pol eta inh -5%, Anesthetic bind -17%, LDHA block 6, POLK inh -9%, POLI inh 3%, APE1 inh 4%, POLB inh 18%, GRP78 ERSR act -3% and BLM inh -3%.
NC(=O)CN1CCN(c2cccc(Cl)c2)CC1 was read as Pol eta inh -18%, Anesthetic bind -17%, LDHA block -1, POLK inh 10%, POLI inh 54%[activator], APE1 inh -3%, POLB inh 10%, GRP78 ERSR act -2% and BLM inh -3%.
